HCV inhibitor – blocks hepatitis C virus. AID 651820. Potency, µM (doses to about 41.8 µM), for inactives: at the top dose activity change, negative = inhibition, actives largely listed as inhibitors. Huh7.5.1 HCVcc-Cre infection, luciferase reporter, 44 h. hit rate 3.4% among 340,000; note: potency is the fitted concentration of half-maximal effect
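Luciferase read-out (15 sec integration) after a 15 min room-temperature substrate step quantifies HCVcc-Cre infection. Cells, 1,000 per well, had compound added 4 h post-plating, then virus at ~0.5 moi, and were cultured 44 h.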
AmpC no deterg – blocks E. coli AmpC beta-lactamase in detergent-free assay | P00811 | AmpC nitrocefin hydrolysis, absorbance 480 nm, 0.0001% Triton | Potency, µM (titrated, usually from 57.1 µM), inactives show at the top dose activity change, negative = inhibition, most hits filed as inhibitors | hit rate 0.52% among 330,000;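 note: potency is the fitted concentration of half-maximal effect; plate controls were no compound for no effect and no enzyme for full effect; nearly all actives have a fitted effect of over 20% in size; some results filed as inactive show a strong effect at the top dose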
Target sequence (P00811 whole entry, looked up): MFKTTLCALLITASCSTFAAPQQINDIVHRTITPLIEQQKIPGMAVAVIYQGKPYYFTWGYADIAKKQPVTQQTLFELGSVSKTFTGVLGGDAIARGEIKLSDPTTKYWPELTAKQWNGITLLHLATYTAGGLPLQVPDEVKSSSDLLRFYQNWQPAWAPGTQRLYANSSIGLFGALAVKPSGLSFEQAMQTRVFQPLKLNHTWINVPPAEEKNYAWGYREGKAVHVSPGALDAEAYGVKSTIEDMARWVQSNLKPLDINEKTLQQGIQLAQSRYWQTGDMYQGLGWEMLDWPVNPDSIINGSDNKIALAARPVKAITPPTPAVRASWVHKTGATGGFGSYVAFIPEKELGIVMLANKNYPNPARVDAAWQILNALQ
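AmpC (5.3 nM in the dispensed reagent) in 20 mM phosphate pH 7.0 with 0.01% (detergent screen) or 0.0001% Triton X-100 was preincubated with compounds for 15 min at room temperature. Nitrocefin was then added from an 800 uM solution, and hydrolysis was followed at 480 nm.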
AmpC inh detg – AmpC beta-lactamase inhibition with detergent present. hit rate 0.041% among 370,000. Potency, µM (highest dose often 114 µM), for the others: top-dose activity change, negative = inhibition, hits mostly inhibitors. AmpC hydrolysis of nitrocefin, absorbance 480 nm, 0.01% Triton. P00811;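 note: potency is the fitted concentration of half-maximal effect; 0% = no-compound wells and -100% = no-enzyme wells; nearly all actives have a fitted effect of over 25% in size; some results filed as inactive show a strong effect at the top dose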
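20 mM phosphate pH 7.0 + 0.01% (detergent screen) or 0.0001% Triton X-100; 5.3 nM AmpC reagent; cpd preinc 15 min RT; nitrocefin (800 uM stock) to start; A480 q20 s × 4 min; Activity was normalised to no-enzyme and no-compound control wells.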
Sm TGR inh – S. mansoni TGR enzyme inhibition; Q962Y6; purified TGR, DTNB reduction, TNB absorbance 405 nm; Potency, µM (series often up to 114 µM), for the others: at the highest dose activity change, negative = inhibition, usual class: inhibitors; hit rate 3% among 360,000; AID 485364; note: potency is the fitted concentration of half-maximal effect; nearly all actives have a fitted effect of over 60% in size
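First, TGR (20 nM dispensed) and NADPH were mixed with compound. Second, a 15 min room-temperature incubation followed. Third, further NADPH and then DTNB were added to start the reaction. Finally, TNB absorbance was monitored kinetically.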
HCMV antiviral – inhibitors of human cytomegalovirus | HFF cells, HCMV-luciferase reporter, 72 h; active compounds read low | activity change, negative = inhibition, % at 57.5 µM | hit rate 4.5% among 410,000 | AID 1259415; in the data active = activity change below about -60%; inconclusive = no clear call, values can overlap the other calls; inactive = above about -39%
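Steps: HFFs plated, 16 h 37C; compounds added; HCMV-luciferase added to MOI 1 PFU/cell; 72 h 37C; OneGlo reagent, 5 min room temperature; luminescence read, normalized to controls.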
Giardia FBPA inh – Giardia lamblia aldolase inhibition | purified Giardia FBPA | Potency, µM (titrated, usually from 59.6 µM), for the others: top-dose activity, negative = inhibition, hits mostly inhibitors | hit rate 0.71% among 290,000; note: potency is the fitted concentration of half-maximal effect; nearly all actives have a fitted effect of over 55% in size
Target sequence (A8B2U2 whole entry, looked up): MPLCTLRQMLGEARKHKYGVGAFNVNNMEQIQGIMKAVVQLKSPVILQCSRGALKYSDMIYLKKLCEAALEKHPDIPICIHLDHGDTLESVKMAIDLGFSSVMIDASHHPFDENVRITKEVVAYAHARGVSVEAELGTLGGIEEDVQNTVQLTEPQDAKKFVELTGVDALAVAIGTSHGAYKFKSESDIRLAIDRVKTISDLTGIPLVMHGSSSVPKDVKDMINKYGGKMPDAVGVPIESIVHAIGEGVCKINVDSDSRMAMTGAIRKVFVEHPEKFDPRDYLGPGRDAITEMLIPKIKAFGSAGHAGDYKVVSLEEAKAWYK
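40 nM FBPA preincubated 10 min at RT with compound (up to 57.5 uM final), then substrate plus GAPDH/TPI/NAD/arsenate coupling and diaphorase/resazurin added. Fluorescence read after 20 min at RT, 525/598 nm.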
* marks the source's active call; other numbers are inactive results; ? = inconclusive; . = no result given; + = active, no number; & = joins results of further samples; [ ] = another dose, or the depositor's remark. Unless noted, calls come from the whole dose curve; as a rule, active = well fitted curve in the direction sought with a large enough effect; inconclusive = small, poorly fitted or top-dose-only effect, or another doubt; inactive = no such curve, though single readings can be large; an effect the other way counts as inactive or inconclusive. Unless noted, % is set by controls: 0 for no effect and ±100 for the full control effect.

The opening eleven entries (preview)
SMILES	HCV inhibitor	AmpC no deterg	AmpC inh detg	Sm TGR inh	HCMV antiviral	Giardia FBPA inh
Cc1cc(C2C(=O)C(C(=O)c3ccc(Cl)cc3)C(=O)CC2(C)C)on1 (stereo unspecified)	-4%	-28%	-1%	-33%	-12	15%
NC(=S)N/N=C/c1ccccc1OC(=O)c1cc2ccccc2oc1=O	-9%	-26%	?	-24%	+	23%
COc1ccc(NC(=O)c2c3c(nc4ccccc24)CCC3)cc1	7%	-2%	?	11%	6	-1%
Cn1c(O)c(C=Nc2ccccc2Sc2ccccc2)c(=O)n(C)c1=O	1%	-14%	?	0%	7	2%
CCOC(=O)c1cccc(C(=O)Nc2nc3ccc(OC)cc3s2)n1	-4%	-16%	-8%	2%	29	-11%
O=C(Cn1c(=O)n(Cc2ccccc2)c(=O)c2ccccc21)NCc1ccco1	?	-38%	-12%	34%	-4	1%
Cc1ccc(C(C(=O)Nc2ccc(C(C)C)cc2)N(C)C(=O)c2ccc(=O)[nH]c2)cc1 (stereo unspecified)	-3%	145%[activator]	?	6%	-35	1%
COc1ccc(C(=O)OCC(=O)NC(=O)NC2CCCC2)c(O)c1	13%	-6%	0%	24%	55	3%
O=C(O)c1ccc(CSc2nnc(SCc3ccccc3)s2)cc1	25%	-27%	2%	5%	67	?
CCc1ccc(CNC(=O)CCSCc2ccccc2F)cc1	.	.	0%	6%	-18	.
CC(NC(=O)CN1CCOCC1)c1ccccc1 (stereo unspecified)	0%	-12%	-15%	4%	25	10%

The listing (from the top)
SMILES	HCV inhibitor	AmpC no deterg	AmpC inh detg	Sm TGR inh	HCMV antiviral	Giardia FBPA inh
Cc1cc(C2C(=O)C(C(=O)c3ccc(Cl)cc3)C(=O)CC2(C)C)on1 (stereo unspecified)	-4%	-28%	-1%	-33%	-12	15%
NC(=S)N/N=C/c1ccccc1OC(=O)c1cc2ccccc2oc1=O	-9%	-26%	?	-24%	+	23%
COc1ccc(NC(=O)c2c3c(nc4ccccc24)CCC3)cc1	7%	-2%	?	11%	6	-1%
Cn1c(O)c(C=Nc2ccccc2Sc2ccccc2)c(=O)n(C)c1=O	1%	-14%	?	0%	7	2%
CCOC(=O)c1cccc(C(=O)Nc2nc3ccc(OC)cc3s2)n1	-4%	-16%	-8%	2%	29	-11%
O=C(Cn1c(=O)n(Cc2ccccc2)c(=O)c2ccccc21)NCc1ccco1	?	-38%	-12%	34%	-4	1%
Cc1ccc(C(C(=O)Nc2ccc(C(C)C)cc2)N(C)C(=O)c2ccc(=O)[nH]c2)cc1 (stereo unspecified)	-3%	145%[activator]	?	6%	-35	1%
COc1ccc(C(=O)OCC(=O)NC(=O)NC2CCCC2)c(O)c1	13%	-6%	0%	24%	55	3%
O=C(O)c1ccc(CSc2nnc(SCc3ccccc3)s2)cc1	25%	-27%	2%	5%	67	?
CCc1ccc(CNC(=O)CCSCc2ccccc2F)cc1	.	.	0%	6%	-18	.
CC(NC(=O)CN1CCOCC1)c1ccccc1 (stereo unspecified)	0%	-12%	-15%	4%	25	10%
COC(=O)C1=C(C)N(C)C(C)=C(C(=O)OC)C1c1ccccn1	19%	-6%	-19%	0%	42	12%
Cc1ccc(C)c(-c2nn(CC(=O)Nc3cc(F)ccc3F)c(=O)c3c2CCCC3)c1	.	.	14%	-6%	5	.
Cn1c(N)c(C(=O)COC(=O)c2ccco2)c(=O)n(C)c1=O	-10%	-15%	?	0%	-13	5%
O=C(c1cnc(N2CCCCC2)c2ccccc12)N1CCN(c2ccc(F)cc2)CC1	.	.	7%	-4%	-3	.
Cc1ccc(C2=NS(=O)(=O)N(C)C(C(=O)NC3CCCCC3)=C2)cc1	-29%	-31%	3%	8%	-8	-12%
O=C(Nc1cccc(Cl)c1)N(CCCN1CCOCC1)Cc1ccccc1F	-24%	-4%	-4%	7%	-6	11%
O=C(Nc1cnn(Cc2c(Cl)cccc2Cl)c1)C(c1ccccc1)c1ccccc1	?	-15%	3%	-16%	?	-8%
CCOc1ccc(N2CC(C(=O)N3CCCc4ccccc43)CC2=O)cc1 (stereo unspecified)	-6%	1%	0%	-12%	0	18%
CCOc1ccc(S(=O)(=O)Nc2cccc(-c3ccc(N4CCC(C)CC4)nn3)c2)cc1	.	.	-4%	-9%	60	.
O=C(Nc1ccccc1)c1c(O)c2c(n(Cc3ccco3)c1=O)CCCC2	1%	-22%	7%	-29%	38	-3%
Cc1cc(NC(=O)/C=C/c2ccccc2Cl)n(-c2nc3ccccc3[nH]2)n1	?	-19%	-11%	-5%	-32	3%
COc1ccc(CNC(=O)CN2CCSc3ccccc32)c(OC)c1	.	.	-4%	-4%	47	.
Cc1oc(C(C)(C)C)cc1C(=O)Nc1ccc2c(c1)OCCO2	?	.	-10%	-27%	18	3%
COc1ccc(OC)c(NC(=S)N2CCc3ccccc3C2)c1	-5%	-22%	1%	9%	-7	3%

Next records follow.
SMILES	HCV inhibitor	AmpC no deterg	AmpC inh detg	Sm TGR inh	HCMV antiviral	Giardia FBPA inh
O=c1oc(Nc2ccccc2Cl)nc2ccccc12	15%	-27%	-1%	.	6	-7%
CC(C)(C)OC(=O)NCc1ccc(NC(=O)c2nc[nH]c2C(=O)N[C@@H](Cc2ccccc2)C(=O)OC(C)(C)C)cc1	?	86%[activator]	4%	12%	?	-23%
N=c1oc2ccc(Cl)cc2cc1C(=O)NC1CCCCCC1	-19%	-28%	-6%	-6%	8	-4%
O=C(COC(=O)Cn1[nH]c(=O)c2ccccc2c1=O)Nc1c(Cl)cccc1C(F)(F)F	5%	-11%	-7%	0%	20	.
C[C@]12CCC(=O)C=C1CC[C@@H]1C2CC[C@]2(C)C(=O)CCC12 (stereo partly specified)	26%	1%	-2%	2%	6	-6%
CC(OC(=O)C1CCCC1)C(=O)Nc1ccc(S(N)(=O)=O)cc1 (stereo unspecified)	18%	-2%	-16%	0%	-26	.
CCOc1ccc(C(=O)OCC(=O)N2CC(C)OC(C)C2)cc1OCC (stereo unspecified)	-12%	5%	0%	-13%	-28	2%
Cc1ccc(-c2cn3c(n2)CCCC3)cc1	?	-26%	-4%	0%	-18	-28%
CN=C(Nc1cc(C)nn1-c1ccccc1)c1ccc(F)cc1	-3%	-7%	-16%	-6%	14	-1%
CCN(CC)CCN1C(=O)c2ccccc2NC1c1ccc(F)cc1 (stereo unspecified)	-18%	-12%	-12%	6%	20	0%
COc1ccccc1/C=C/C=N/NC(=O)c1ccccn1	-16%	-10%	-2%	-7%	115	-7%
CC1=C(C(N)=O)C(c2sccc2C)n2nnnc2N1 (stereo unspecified)	8%	-13%	4%	-4%	-16	-4%
COc1cc(OC)c(/C=N/n2c(C3CCCCC3)n[nH]c2=S)c(OC)c1	0%	-30%	-13%	-3%	18	1%
CC(=O)CSc1nc2c(c(=O)[nH]c(=O)n2C)n1Cc1ccccc1Cl	0%	-3%	-13%	-20%	93	8%
COc1cccc2c1OCC(CN1CCN(Cc3ccccc3F)C(CCO)C1)=C2 (stereo unspecified)	?	138%[activator]	?	-26%	-27	-6%
CC(NS(=O)(=O)c1ccc(Cl)cc1)C(=O)Nc1ccc2c(c1)OCCO2 (stereo unspecified)	12%	-18%	0%	2%	-7	-1%
Cc1oc(-c2cccs2)nc1CN1CCN(CC(C)C)C(CCO)C1 (stereo unspecified)	2%	-1%	3%	-27%	145	0%
COc1cccc(CN2CCNC(=O)C2CC(=O)NCCc2nc(C)c(C)s2)c1OC (stereo unspecified)	1%	50%	-1%	-22%[57.1 µM]	30	-12%
NC(=O)c1nc(Nc2ccccc2)sc1NC(=O)c1ccccc1Br	.	.	25%	-3%	-13	.
Cc1nc(SC(C)C(=O)Nc2cccc(C(F)(F)F)c2)c2c(C)c(C(=O)O)sc2n1 (stereo unspecified)	10%	-34%	0%	19%	-12	?
CCCCOC(=O)c1cccc(NC(=O)/C=C/c2ccccc2Cl)c1	.	.	5%	-1%	-95*	.
CCc1ccc(S(=O)(=O)c2cn(C)c3cc(OC)c(OC)cc3c2=O)cc1	10%	149%[activator]	-8%&0%	1%&-8%	-6&5	.
COCCCNC(=O)C(C#N)c1nc2ccccc2nc1N1CCCC1 (stereo unspecified)	-2%	165%[activator]	-18%	0%	-20	4%
Cc1ccc(CNC(=O)C(NS(=O)(=O)c2cccc3nsnc23)c2ccccc2)cc1 (stereo unspecified)	19%	-24%	?	14%	-28	9%
O=C(NC1(C(F)(F)F)C(=O)Nc2c1c(=O)[nH]c(=O)n2CCc1ccccc1)c1ccc(Cl)cc1Cl (stereo unspecified)	.	.	0%	-3%	14	.

Later entries.
SMILES	HCV inhibitor	AmpC no deterg	AmpC inh detg	Sm TGR inh	HCMV antiviral	Giardia FBPA inh
CC1Cc2ccccc2N1C(=O)c1cc2sccc2n1Cc1ccccc1 (stereo unspecified)	-28%	-4%	4%	-4%	-23	-4%
COc1ccc(N2CCN(C(=O)c3cc4c(-c5cccc(OC)c5)nn(C)c4s3)CC2)cc1	6.3µM*	86%[activator]	-2%	8%	-24	1%
COc1ccc(OC)c(C2C(C(=O)c3ccco3)=C(O)C(=O)N2CCN2CCOCC2)c1 (stereo unspecified)	.	-5%	2%	?	11	.
Cc1ccc(NC(=O)c2ccccc2N(C)S(C)(=O)=O)cc1C	4%	-1%	3%	4%	31	0%
CCOc1ccc(NC(=O)c2sccc2-n2cccc2)cc1	-13%	-31%	0%	4%	-20	0%
CSc1nnc(NC(=O)c2nc(S(=O)(=O)Cc3ccccc3F)ncc2Cl)s1	?	-22%	-4%	28µM*	-96*	?
Cc1csc2ncc(C(=O)NCc3ccccn3)c(=O)n12	1%	-31%	-4%	1%	14	0%
CC(=O)Oc1c(C)c2c3c(c1OC(C)=O)[C@@H](C)CC[C@@H]3[C@@H](C)C[C@H]2C=C(C)C	-29%	42%	16%	?	-10	.
Cc1cn2c(-c3ccncc3)nnc2s1	-4%	-6%	-5%	7%	16	-1%
CCCCCCC(=O)N/N=C/c1ccco1	?	-13%	5%	1%	-12	7%
CC(=O)/C(C#N)=C1\NC(=O)C(Cc2ccc(F)cc2)S1 (stereo unspecified)	-4%	-23%	7%	-1%	-83*	8%
NC(=O)CSc1ncc2c(n1)-c1ccccc1N(Cc1ccc(F)cc1)S2(=O)=O	.	.	2%	-2%	-3	.
CCn1cc(Br)c(C(=O)NC(=S)Nc2ccc(C(=O)OC)cc2)n1	20%	-35%	-3%	7%	66	-5%
CCOc1ccc(N(C(C)C(=O)NN=C2CCCCCCC2)S(C)(=O)=O)cc1 (stereo unspecified)	0%	3%	1%	3%	?	3%
Cc1ccc(S(=O)(=O)NC(C)(C)CN2CCNCC2)cc1	?	-1%	2%	?	-21	2%
